# PfM18AAP inh: PfM18AAP inhibitors, malaria aminopeptidase, primary screen, biochemical, QFRET, recombinant enzyme | M18 aspartyl aminopeptidase (Plasmodium falciparum 3D7) | AID 1822, 2009 | 290,000 tested, 1.2% active | H-Glu-NHMec fluorogenic cleavage | inhibition, % at 7.35 µM;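 active = inhibition above the campaign mean inhibition over all tested compounds plus 3 SD, cut at about 28% in these data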;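 also: 0% = plate median of test compound wells and 100% = 2 mM ZnCl2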
# IDE inh: human IDE inhibitors in live cells, primary screen, fluorescence polarization, HEK cells, FAbetaB substrate. FAbetaB cleavage. inhibition, % at 5.59 µM. 320,000 tested, 0.41% active. AID 434962, 2010;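 active = percent inhibition above the average of all tested compounds plus 3 SD, set per screening campaign, cut at about 16% in these data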;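 also: IDE supplied by intact live HEK cells; FP after avidin binding of uncleaved biotin substrate so inhibition keeps polarization high; 0% = DMSO wells and 100% = 60 µM reference IDE inhibitor Ii1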
# IMP-1 inhibitor: IMP-1 metallo-beta-lactamase inhibitors, primary screen, biochemical, epi-absorbance readout, Pseudomonas aeruginosa enzyme; metallo-beta-lactamase IMP-1 (Pseudomonas aeruginosa); purified IMP-1, nitrocefin hydrolysis, epi-absorbance fluorescence; inhibition, % at 5.6 µM; 290,000 tested, 0.45% active;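 active = inhibition above the mean plus 3 SD of all compounds in the same screening run, cut at about 4.5% in these data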;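 also: 0% = IMP-1 with DMSO and 100% = DMSO wells lacking enzyme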
#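 System: Purified recombinant IMP-1 metallo-beta-lactamase enzyme | Measured by: Fluorescence quenching readout, ex 480/em 530 nm | Replication: Singlicate | Incubation: 15 min preincubation plus 25 min reaction at 25 °C | Evaluation: Percent inhibition from optical density relative to buffer-blank wells | Benchmarks: DMSO with and without IMP-1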
# FID counter: compounds displacing fluorescent DNA intercalator, primary screen, artefact control for HCV NS3 helicase inhibitor project, biochemical, FID fluorescence. DNA fluorescent intercalator displacement. inhibition, % at 7.9 µM. 290,000 tested, 0.17% active; in the data active = inhibition above about 37%;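 also: 0% = vehicle and 100% = reference compound; higher means more ethidium bromide displaced from hairpin DNA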
# IDE cell activ: human IDE activators in live cells, primary screen, fluorescence polarization, HEK cells, FAbeta-B substrate; Insulin-degrading enzyme (Homo sapiens), P14735; FAbeta-B cleavage; 0% vehicle, 100% cell-free pure enzyme wells; activation, % at 5.96 µM; AID 493087, 2011; 340,000 tested, 0.073% active;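 active = activation above the mean of all tested compounds plus 3 SD, set per screening campaign, cut at about 17% in these data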
# UBC9 SUMO inh: inhibitors of in vitro SUMOylation cascade, primary screen, biochemical, HTRF, uHTS | SUMO-conjugating enzyme UBC9 (Homo sapiens), P63279 | HTRF SUMOylation assay, SAE1/SAE2 + UBC9 | inhibition, % at 35 µM | 290,000 tested, 0.36% active | AID 2006, 2009; in the data active = inhibition above about 50%, passing the limit was not always enough; also: strong numbers were not always called active
# Target sequence (P63279 whole entry, looked up): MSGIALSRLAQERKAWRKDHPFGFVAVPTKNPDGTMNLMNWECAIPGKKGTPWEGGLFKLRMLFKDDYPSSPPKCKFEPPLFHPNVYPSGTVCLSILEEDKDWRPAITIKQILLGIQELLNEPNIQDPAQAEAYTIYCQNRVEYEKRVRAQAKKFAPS
# HCV NS3 hel inh: inhibitors of HCV NS3 helicase, primary screen, biochemical, Cy5 molecular beacon fluorescence. Hepatitis C virus NS3 helicase. NS3 helicase DNA unwinding. inhibition, % at 10.9 µM. 290,000 tested, 0.56% active;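 active = inhibition above the mean of all tested compounds plus 3 SD, set per campaign, cut at about 35% in these data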;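 also: 0% = DMSO wells and 100% = thioflavine S control wells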
#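 System: NS3 helicase fragment of HCV / Schedule: 1 h at 25 °C / Control set: DMSO alone as 0% and 110 µM thioflavine S as 100% / Reagent: Cy5/quencher beacon DNA duplex and ATP to start / Technique: Cy5 fluorescence / Replication: singlicate / Evaluation: % inhibition of end-to-start signal ratio versus controls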
# VIM-2 inhibitor: VIM-2 metallo-beta-lactamase inhibitors, primary screen, biochemical, epi-absorbance readout, Pseudomonas aeruginosa enzyme; 290,000 tested, 0.89% active; AID 1527, 2009; purified VIM-2, nitrocefin hydrolysis, epi-absorbance fluorescence; inhibition, % at 5.6 µM;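 active = inhibition above the mean of all tested compounds plus 3 SD, cutoff set per screening run, cut at about 7.5% in these data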;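 also: red hydrolysis product quenches plate fluorescence so inhibitors raise well fluorescence; 0% = enzyme with DMSO and 100% = DMSO without enzyme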
# pCIP destab: p/CIP-EGFP fusion destabilizers, primary screen, fluorescence, F442A cells. 290,000 tested, 0.01% active. 16 h. decrease of EGFP signal, % at 10 µM;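 active = EGFP signal decrease of at least 30% at 10 µM or well 3 SD below plate mean, unless failing retest; inactive = the rest, including hits failing retest or dose response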; also: some compounds called inactive have numbers as strong as hits; many of its hits are not listed in these tables
# Starred values were filed as active, the others as inactive; nt = no result given.
SMILES,PfM18AAP inh,IDE inh,IMP-1 inhibitor,FID counter,IDE cell activ,UBC9 SUMO inh,HCV NS3 hel inh,VIM-2 inhibitor,pCIP destab
COC(=O)c1c(NC(=O)COC(=O)c2ccc(Cl)cc2[N+](=O)[O-])sc2c1CCCCC2,0,-8,-1.7,0,0,-7,4,-1.7,1
Fc1ccccc1COc1cccc2cccnc12,-17,-7,-3.0,-9,3,nt,-14,-1.3,nt
COc1ccc(-c2nc3cc(C)ccn3c2NC(=O)c2c(F)cccc2Cl)cc1,3,2,-2.6,-10,3,11,9,-2.5,0
COc1ccc(C(=O)NCCC(=O)N2CCC3(CC2)NCCc2[nH]cnc23)cc1,6,-7,-3.3,-1,7,11,1,0.1,1
COCCn1c(=NC(=O)CCS(=O)(=O)c2ccccc2)sc2ccccc21,0,5,-1.4,1,5,5,-7,-2.2,-14
COC(=O)C(NC(C)=O)(Nc1ccccc1)C(=O)OC,-4,0,1.8,-4,4,2,5,-2.5,-2
Cc1ccc(CN(Cc2ccco2)C(=S)NCC(=O)NC2CC2)cc1,-10,0,-0.7,-10,1,-5,0,-0.2,7
O=C(CCN1C(=O)/C(=C/c2ccc(F)cc2)SC1=S)NNC(=O)c1ccncc1,8,-1,-3.3,-6,2,-12,9,1.9,18
O=C1CC(c2ccccc2)CC(=NCCO)/C1=C(\O)CCCN1C(=O)c2ccccc2C1=O (stereo unspecified),5,-3,-3.0,-34,5,21,-5,-4.8,-13
Cc1ccc(-c2nc(-c3ccccn3)sc2CC(=O)O)cc1,-12,-6,0.8,-12,5,20,0,3.1,-9
Cc1cccc(S(=O)Cc2ccc(C(=O)N3CCN(C(=O)c4ccco4)CC3)o2)c1 (stereo unspecified),-1,-1,-3.5,-26,-2,4,0,-5.4,-4
CCOCCCNC(=O)COC(=O)/C=C/c1ccc(S(=O)(=O)N2CCc3ccccc32)cc1,3,0,-3.2,-40,2,-6,4,-2.9,-7
COCC(=O)Nc1nc2ccccc2s1,-7,4,-2.2,-2,-1,-8,0,-1.5,-3
CN(C)c1cccc(C(=O)Nc2nc3ccccc3[nH]2)c1,2,2,-4.3,-12,-4,7,-20,-3.1,-3
Cc1cccc(C)c1OCC(=O)Nc1oc(-c2ccccc2)c(-c2ccccc2)c1C#N,0,1,-2.2,-9,6,nt,-7,-1.7,nt
CCOc1ccccc1NC(=O)CSc1nc2c(c(=O)n(C)c(=O)n2C)n1C,1,-2,-2.4,-20,-2,8,-11,-3.0,-8
O=C(NCCCCNC(=O)c1ccccc1Cl)c1ccccc1Cl,-8,-1,-2.6,-4,2,11,-2,0.6,-21
CCO/C=C/C(O)(CNC(=O)c1ccc(C(C)(C)C)cc1)C(F)(F)F (stereo unspecified),0,2,-4.6,-26,-2,8,-4,-4.7,-3
C=CCN(CC=C)C(=O)Nc1cc(Cl)ccc1OC,-4,0,-0.9,3,6,16,7,-1.0,-15
CC(=O)c1c(N2CCOCC2)nc(=S)n(-c2cc(C)ccc2C)c1C,1,-1,-2.7,-7,-4,5,7,-2.4,2
COc1cccc(C2C3=C(Nc4[nH]n(-c5ccccc5)c(=O)c42)c2ccccc2C3=O)c1 (stereo unspecified),-31,4,-3.5,-23,nt,-2,6,-4.0,11
CC(=O)Nc1ccc2nc(SCC(=O)Nc3ccc(N4CCOCC4)c(Cl)c3)sc2c1,-3,4,-7.2,0,0,9,0,-3.7,-19
Cc1c(CCO)c(=O)n(-c2ccccc2)n1S(=O)(=O)c1ccc(Cl)cc1,-11,3,-5.0,-7,5,6,-1,-2.5,4
CC(C)(C)OC(=O)CNC(=O)c1nc[nH]c1C(=O)N1CCN(C(=O)OC(C)(C)C)CC1,3,7,-1.8,-35,1,1,-28,-0.6,-4
Cc1cc(C)c(S(N)(=O)=O)c(C)c1N(C)S(=O)(=O)c1ccccc1,-1,0,-2.6,-9,6,21,4,-2.7,-5
Cc1cc(Cl)c2oc(C(=O)N3CCN(C4CCS(=O)(=O)C4)CC3)c(C)c2c1 (stereo unspecified),5,3,-1.8,-39,3,-1,17,-2.3,11
COc1cc2c(cc1NC(=O)COC(=O)Cn1cnc3ccccc31)oc1ccccc12,-4,nt,-2.5,-4,3,2,-5,-1.1,-9
O=C(NC1CCCCC1)C(c1ccco1)N(Cc1cccnc1)C(=O)C1COc2ccccc2O1 (stereo unspecified),7,-2,-2.1,-29,3,-3,7,-4.3,5
CCC(Sc1nc2ccccc2o1)C(=O)Nc1nnc(C)s1 (stereo unspecified),-6,4,-3.8,-24,3,-3,-4,-2.8,-8
O=C(c1ccc(NS(=O)(=O)c2ccc3c(c2)OCCO3)cc1)N1CCCCC1,-1,-2,-2.4,-22,4,5,0,-1.4,-14
CC1CCCCN1C(=O)c1cc(-c2ccc3c(c2)OCO3)on1 (stereo unspecified),-1,-3,-0.3,-26,2,6,0,1.2,-5
Clc1ccc(-c2csc3ncnc(NCCN4CCOCC4)c23)cc1,-4,0,-0.1,-15,0,7,-2,-4.2,-15
Cc1cc(/C=N/NC(=O)c2cc3ccccc3o2)c(C)n1C,30*,-5,-2.5,-19,2,13,-6,-2.7,-7
COC(=O)c1ccccc1Oc1nc(Cl)cc(OC)n1,-3,3,-1.9,-1,4,13,-1,-2.0,-20
COc1ccccc1NC(=O)c1cc2ccc(O)cc2o/c1=N\O,7,10,-0.5,30,-5,12,5,0.7,-26
COc1ccc(-n2c(=S)[nH]c3cc(C(=O)NCCCN4CCOCC4)ccc3c2=O)cc1OC,4,3,-2.2,4,3,2,12,-1.2,4
Cc1ccccc1S(=O)(=O)Cc1ccc(C(=O)NCCCOC(C)C)o1,-3,2,-0.3,-18,1,11,-2,-2.3,-4
O=C(O)C1C2C=CC(C2)C1C(=O)NCCc1ccccc1 (stereo unspecified),3,1,-1.4,5,0,7,1,-2.1,-3
CC1CCN(c2c([N+](=O)[O-])c(=O)oc3ccccc23)CC1,-5,-2,-2.1,1,2,10,1,-0.6,-13
O=C(NCCc1cccc(Cl)c1)C1CCC(=O)N(Cc2ccc(Cl)cc2)C1 (stereo unspecified),8,0,-1.5,-36,2,17,-8,-1.7,-5

# Exported field by field: entries from further up
> Clc1ccc(-c2csc3ncnc(NCCN4CCOCC4)c23)cc1
- PfM18AAP inh = -4
- IDE inh = 0
- IMP-1 inhibitor = -0.1
- FID counter = -15
- IDE cell activ = 0
- UBC9 SUMO inh = 7
- HCV NS3 hel inh = -2
- VIM-2 inhibitor = -4.2
- pCIP destab = -15
> CC(=O)Nc1ccc2nc(SCC(=O)Nc3ccc(N4CCOCC4)c(Cl)c3)sc2c1
- PfM18AAP inh = -3
- IDE inh = 4
- IMP-1 inhibitor = -7.2
- FID counter = 0
- IDE cell activ = 0
- UBC9 SUMO inh = 9
- HCV NS3 hel inh = 0
- VIM-2 inhibitor = -3.7
- pCIP destab = -19
> COCCn1c(=NC(=O)CCS(=O)(=O)c2ccccc2)sc2ccccc21
- PfM18AAP inh = 0
- IDE inh = 5
- IMP-1 inhibitor = -1.4
- FID counter = 1
- IDE cell activ = 5
- UBC9 SUMO inh = 5
- HCV NS3 hel inh = -7
- VIM-2 inhibitor = -2.2
- pCIP destab = -14

# More structures.
SMILES,PfM18AAP inh,IDE inh,IMP-1 inhibitor,FID counter,IDE cell activ,UBC9 SUMO inh,HCV NS3 hel inh,VIM-2 inhibitor,pCIP destab
NC(=O)CNc1ncc(C(F)(F)F)cc1Cl,1,3,-0.5,-1,4,-1,3,-0.5,5
O=C(CSc1nnc(-c2cccs2)n1-c1cccc(Cl)c1)c1cccc2c1OCCO2,7,3,-2.3,7,5,-36,2,1.4,-4
CC(OC(=O)C1=Cc2ccccc2OC1)C(=O)NCc1ccco1 (stereo unspecified),-1,2,-1.6,-7,4,30,-11,-2.1,-35
O=C(c1cc2cc(F)ccc2[nH]1)N1CCc2ccccc21,-2,nt,-3.0,-4,-1,1,-8,-2.1,0
CC(C)CC(C(=O)OCC(=O)c1c(N)n(C)c(=O)n(C)c1=O)N1C(=O)C2CC=CCC2C1=O (stereo unspecified),-10,3,-0.9,-20,3,2,-3,-1.5,-5
CCc1nc(C(N)=O)c2[nH]c(=O)n(-c3ccc(OC)cc3OC)c2n1,-2,-3,-0.3,-5,-2,1,2,-0.5,-5
Cc1cc(OCC(O)CNC(C)c2ccccc2)ccc1C(C)C (stereo unspecified),0,3,0.6,41*,5,-5,-49,-0.1,-6
Cc1ccc2c(c1)N(C(C)C(=O)NCc1ccccn1)C(=O)CO2 (stereo unspecified),-11,5,-3.4,-5,3,6,6,-2.0,-4
Cc1sc2ncnc(SCC(=O)N(C)C3CCS(=O)(=O)C3)c2c1C (stereo unspecified),-5,3,-2.8,-4,1,-1,-6,0.2,-11
Cc1cccc(CCNC(=O)CCS(=O)(=O)c2ccc3nc(C)sc3c2)c1,20,3,-4.5,-31,4,14,3,-4.1,5
CCOC(=O)c1ccc(N/C(=N\S(=O)(=O)c2ccc(F)cc2F)c2ccccc2)cc1,1,2,-2.7,-32,3,14,2,0.2,8
COC(=O)c1c(NC(NC(=O)C(C)(C)C)C(Cl)(Cl)Cl)sc2c1CCC2 (stereo unspecified),10,0,-3.0,-18,1,-12,5,-1.1,-9
Cc1ccc(OCCN(C)C(=O)CC2C(=O)NCCN2CC(C)(C)C)cc1 (stereo unspecified),2,-1,-0.5,-14,2,20,-10,-1.8,-23
CC(=O)Nc1sc2c(c1C#N)CCC2,-2,5,-0.7,-3,3,9,4,-1.1,13
c1ccc2nc(SCc3cn4ccccc4n3)cnc2c1,-2,-2,-2.7,-10,6,15,6,1.8,-8
CCOC(=O)C1=C(C)NC(=O)C(C#N)C1c1ccncc1 (stereo unspecified),6,6,-4.0,-1,-1,22,0,-0.9,-10
CCn1c(C)cc(/C=C2\NC(=O)N(CC(=O)Nc3cccc(C)c3)C2=O)c1C,-5,-1,-3.8,-5,4,14,14,-2.6,-10
O=C(c1cc2sccc2n1Cc1ccc(F)cc1)N1CCN(c2nc3ccccc3s2)CC1,-4,11,-2.5,-19,-8,-56,-17,-0.9,-22
CCOc1ccc(NC(=O)C(C)C(Cc2ccc(C)cc2)C(=O)O)cc1 (stereo unspecified),4,-3,0.1,-25,4,-8,-7,0.4,5
Cc1ccc(C(=O)N/C(=C/c2cccnc2)C(=O)O)cc1,-6,4,1.0,5,2,-4,3,-2.1,-15
COC(=O)c1ccccc1N1C(=O)C2C(C1=O)C1C=CC2C12CC2 (stereo unspecified),-1,0,-2.0,-1,4,8,0,-2.2,-2
NS(=O)(=O)c1ccc(N=Nc2c(O)[nH]c3ccc(Br)cc23)cc1,1,-1,-4.8,14,0,14,4,-2.2,2
CC/C(=N/OC(=O)c1cccc(C)c1)C(=O)c1cccs1,-1,-2,-3.5,-3,-1,-1,1,-2.0,-8

# From PubChem BioAssay
